TMEM16A act: TMEM16A chloride channel activators or potentiators, primary screen, cell-based, HTS | 340,000 tested, 0.3% active | AID 623877, 2012 | B-score at 10 µM | HEK293 TMEM16A/YFP-H148Q/I152L, iodide quench fluorescence; stronger effect = lower value | Anoctamin-1 (Mus musculus), Q8BHY3;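 active means fluorescence-ratio B-score plate-corrected deviation score at least 3 library SD below zero, with starting fluorescence score within 5 deviations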;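 further: channel opened by trigger with iodide after compound preincubation; score built on the fluorescence ratio of max minus min over baseline; more negative score means more quench and so TMEM16A activation or potentiation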
Target sequence (Q8BHY3 whole entry, looked up): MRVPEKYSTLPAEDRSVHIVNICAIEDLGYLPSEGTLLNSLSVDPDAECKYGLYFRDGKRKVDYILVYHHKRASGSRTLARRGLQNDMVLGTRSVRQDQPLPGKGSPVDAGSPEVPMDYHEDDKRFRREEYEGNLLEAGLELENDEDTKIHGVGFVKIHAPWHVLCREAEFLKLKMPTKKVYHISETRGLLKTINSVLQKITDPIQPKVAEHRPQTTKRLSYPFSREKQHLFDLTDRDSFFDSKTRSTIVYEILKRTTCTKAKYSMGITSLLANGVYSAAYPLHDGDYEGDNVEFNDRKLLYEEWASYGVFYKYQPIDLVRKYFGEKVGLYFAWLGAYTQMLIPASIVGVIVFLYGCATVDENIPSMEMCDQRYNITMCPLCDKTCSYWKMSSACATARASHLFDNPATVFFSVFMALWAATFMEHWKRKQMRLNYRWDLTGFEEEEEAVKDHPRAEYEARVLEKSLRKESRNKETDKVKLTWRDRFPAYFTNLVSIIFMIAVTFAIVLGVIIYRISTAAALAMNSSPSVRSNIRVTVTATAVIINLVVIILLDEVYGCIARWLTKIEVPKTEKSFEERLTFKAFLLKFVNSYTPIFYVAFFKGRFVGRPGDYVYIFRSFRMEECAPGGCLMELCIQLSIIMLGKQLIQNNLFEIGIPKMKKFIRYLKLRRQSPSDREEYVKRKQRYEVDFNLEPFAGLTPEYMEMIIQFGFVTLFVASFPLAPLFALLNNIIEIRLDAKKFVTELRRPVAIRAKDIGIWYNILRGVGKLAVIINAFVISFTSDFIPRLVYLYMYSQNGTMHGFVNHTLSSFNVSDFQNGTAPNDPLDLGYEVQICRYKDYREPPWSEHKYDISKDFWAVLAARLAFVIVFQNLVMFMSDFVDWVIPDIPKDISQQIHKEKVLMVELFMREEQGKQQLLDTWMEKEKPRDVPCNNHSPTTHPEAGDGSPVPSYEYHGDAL
SKKanGAS inh: S. pyogenes SKKanGAS growth inhibitors in kanamycin, primary screen, streptokinase expression inhibitor project, SKKanGAS strain, BacTiter-Glo luminescence. 6 h. inhibition, % at 7.5 µM. 300,000 tested, 1.3% active;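 active means mean replicate score, as percent of positive control median, at least 50; inconclusive means mean below 50 but one replicate at or above 50; inactive means mean and every replicate below 50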;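 further: strain carries kanamycin resistance gene driven by streptokinase promoter and grows in 40 µg/ml kanamycin; loss of luminescence reflects streptokinase promoter inhibition or plain growth inhibition; 0% = median of DMSO wells and 100% = positive control at its reference dose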
RGS4 act: RGS4 potentiators or activators, primary screen, cell-based, HEK293 M3R inducible RGS4, calcium flux; AID 463111, 2010; carbachol calcium flux Fluo4; stronger effect = lower value; 310,000 tested, 0.92% active; B-score at 10 µM;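 active means B-score of the integrated calcium signal more than 4 SD below the library mean, with starting fluorescence not abnormally high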;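 further: negative B-score means reduced calcium response which marks RGS4 activation or potentiation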
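Material: Inducible-RGS4 HEK293 cells carrying M3 receptor; also added: carbachol at ECmax as muscarinic agonist stimulus; incubation: compound preincubation 20 min at room temperature before agonist; signal: Fluo4-AM (2 µM) calcium-flux fluorescence, kinetic read; measure: integrated calcium ratio converted to B score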
TRPC6 inhibitor: mouse TRPC6 channel inhibitors, primary screen, cell-based, HEK293, membrane potential dye; Short transient receptor potential channel 6 (Mus musculus), Q61143; B-score at 10 µM; AID 2553, 2010; 310,000 tested, 1.1% active; ACh-evoked depolarization; stronger effect = lower value;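 active means B-score under library mean minus 3 SD, initial fluorescence not abnormally high, positive integrated signal ratio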;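 further: B-score derived from integrated fluorescence ratio over the kinetic read; more negative B-score means stronger inhibition of depolarization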
TRPC6 act: mouse TRPC6 channel activators, primary screen, cell-based, HEK293, membrane potential dye | B-score at 10 µM | HEK293-TRPC6 membrane potential dye fluorescence; stronger effect = higher value | 310,000 tested, 0.13% active | AID 2550, 2010;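 active means B-score of the integrated fluorescence ratio above library mean plus 3 SD, and starting fluorescence ratio within library mean plus 5 SD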;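 further: higher score means more depolarization so channel activation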
MrgX1 ag: agonists of human MrgX1 receptor, primary screen, HEK293 cells, Fluo-4 calcium flux | Mas-related G-protein coupled receptor member X1 (Homo sapiens), Q96LB2 | Fluo-4 calcium fluorescence, agonist mode; stronger effect = higher value | B-score at 10 µM | 310,000 tested, 0.44% active | AID 588627, 2011;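 active means calcium response B-score plate-corrected fluorescence ratio at least 3 library SD, with starting fluorescence B-score inside 5 SD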
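Test system: HEK293 cells stably expressing human MrgX1 receptor; Input: fifteen thousand cells per well; Dosing: compound delivered in addition one of three; Schedule: overnight seeding, then 1 h dark dye loading; Technique: Fluo-4 NW calcium fluorescence; Measure: B-scored fluorescence response ratio; Controls: positive and negative controls per plate.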
RGS4 block: RGS4 inhibitors, primary screen, cell-based, HEK293 M3R inducible RGS4, calcium flux | Fluo-4 calcium flux; stronger effect = higher value; triggered by carbachol at its EC20 | B-score at 10 µM | 310,000 tested, 0.45% active | AID 463165, 2010;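 active means B-score, a plate-corrected calcium signal, over three deviations above library mean, with baseline fluorescence within five deviations of library mean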;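 further: RGS4 expression induced by doxycycline in cells with stable M3 receptor; B-score is computed from the integrated fluorescence ratio over baseline after carbachol; higher B-score means a larger calcium signal and so more RGS4 inhibition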
MrgX1 allo act: positive allosteric modulators of MrgX1, primary screen, HEK293 cells, Fluo-4 calcium flux; Mas-related G-protein coupled receptor member X1 (Homo sapiens), Q96LB2; FDSS; stronger effect = higher value; B-score at 10 µM; 310,000 tested, 0.63% active; AID 588675, 2011;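 active means plate-corrected calcium response at least 3 library SD above typical, normal starting fluorescence, not activating the receptor alone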;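 further: compound read alongside a low EC10 to EC30 dose of BAM8-22 agonist; peak minus trough fluorescence over baseline measured at the second addition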
HDAC3 inh: HDAC3 deacetylase inhibitors, primary screen, biochemical, fluorescence, cell-free homogeneous | AID 2718, 2010 | Histone deacetylase 3 (Homo sapiens), O15379 | recombinant HDAC3, fluorogenic peptide/trypsin coupled | inhibition, % at 8.3 µM | 320,000 tested, 0.15% active; in the data active means inhibition above about 26%, passing the limit was not always enough; inconclusive means no clear call, values can overlap the other calls
ANO1 block: TMEM16A chloride channel inhibitors, primary screen, cell-based, HTS | Anoctamin-1 (Mus musculus), Q8BHY3 | HEK293 TMEM16A/YFP iodide influx fluorescence, ionomycin | normalized B-score (activity score, 25-100; higher = stronger inhibition) at 10 µM | 310,000 tested, 1.2% active | AID 588511, 2011;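 active means ratio plate-corrected score three or more library SD toward inhibition, starting fluorescence score within five deviations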;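 further: score derived from kinetic fluorescence span divided by baseline fluorescence per well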
MrgX1 antag: antagonists of human MrgX1 receptor, primary screen, HEK293 cells, Fluo-4 calcium flux. Mas-related G-protein coupled receptor member X1 (Homo sapiens), Q96LB2. 310,000 tested, 1.3% active. B-score at 10 µM. BAM8-22 antagonism; stronger effect = lower value;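 active means calcium-response B-score plate-corrected more than 3 library SD below zero, starting fluorescence within 5 deviations, no agonist response on first addition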;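 further: peak minus trough fluorescence over baseline after final BAM8-22 challenge near maximal dose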
* hit, by the source's call; i = inactive; ? = inconclusive; . = no result given.

SMILES	TMEM16A act	SKKanGAS inh	RGS4 act	TRPC6 inhibitor	TRPC6 act	MrgX1 ag	RGS4 block	MrgX1 allo act	HDAC3 inh	ANO1 block	MrgX1 antag
CCn1cc([N+](=O)[O-])c(C(=O)Nc2ccn(Cc3ccccc3)n2)n1	i	-6	i	i	i	i	i	i	4	i	i
CC(C(=O)NC1CCCC1)N(c1ccc(Oc2ccccc2)cc1)S(C)(=O)=O (stereo unspecified)	i	4	i	i	i	i	i	i	1	i	i
CCN(CC)S(=O)(=O)c1cc(C(=O)N=c2sccn2C)ccc1OC	i	11	i	i	i	i	i	i	1	i	i
O=C(OCc1ccc([N+](=O)[O-])cc1)c1cnc(Cl)c(Cl)c1	i	-1	i	i	i	i	i	i	-2	i	i
O=C(CN(Cc1ccccc1)S(=O)(=O)c1ccc(Br)cc1)N/N=C/c1ccccc1C(=O)O	i	1	i	i	i	i	i	i	.	i	i
CC1CCC(=O)N(CCSc2ccccc2)CC1 (stereo unspecified)	i	2	i	i	i	i	i	i	1	i	i
Cc1c(NC(=O)CSc2ncn[nH]2)c(=O)n(-c2ccccc2)n1C	i	-3	i	i	i	i	i	i	-2	i	i
COc1ccc(NS(=O)(=O)c2csc(C(N)=O)c2)cc1OC	i	2	i	i	i	i	i	i	-6	i	i
COc1cc2oc3cc(C)oc(=O)c3c2cc1OC	i	3	i	i	i	i	i	i	.	i	i
CCOC(=O)c1cnn(Cc2ccccc2)c1N	i	0	i	i	i	i	i	i	2	i	i
CCOc1cc(/C=N/N=C2/NC(=O)C(CC(=O)O)S2)ccc1OS(=O)(=O)c1ccc(C)cc1 (stereo unspecified)	i	5	i	i	i	.	i	.	.	.	.
CN(C)S(=O)(=O)c1cccc(C(=O)NCC2CCCO2)c1 (stereo unspecified)	i	-12	i	i	i	i	i	i	8	i	i
COc1cccc(C2C3=C(CC(C)(C)CC3=O)Nc3cc4c(cc32)OCO4)c1 (stereo unspecified)	i	-5	i	i	i	i	i	i	-3	i	i
CCOc1cc(Br)c(COc2ccc(C)nc2[N+](=O)[O-])cc1OCC	i	-6	i	i	i	i	i	i	13	i	i
CC1(C)CC(NS(=O)(=O)c2ccc(S(=O)(=O)N3CCOCC3)cc2)CCO1 (stereo unspecified)	i	3	i	i	i	i	i	i	3	i	i
C=CCn1c(SCC(=O)NCC2CCCO2)nc2sc(C)c(C)c2c1=O (stereo unspecified)	i	-1	i	i	i	i	i	i	.	i	i
Cc1ccc(NC(=O)Nc2c(C)n(C)n(-c3ccccc3)c2=O)cc1	i	-1	i	i	i	i	i	i	-5	i	i
CCN(CCO)c1ccc(N=Nc2cc(C)[nH]n2)cc1	i	-12	i	i	i	i	i	i	2	i	i
COc1cccc(NS(=O)(=O)c2cc3c(cc2C)N(C)CCO3)c1	i	0	i	i	i	i	i	i	-5	i	i
Cc1cc(=O)[nH]c(NCc2ccc(Cl)cc2)n1	i	-8	i	i	i	i	i	i	0	i	i
N#C/C(=C\c1ccncc1)c1ccc(NC(N)=O)cc1	i	-7	i	i	i	i	i	i	0	i	i
COCCNC(=S)NNC(=O)c1cc(-c2cccnc2)nc2ccccc12	i	7	i	i	i	i	i	i	-4	i	i
Cc1nc(-c2ccccc2)sc1C(=O)Nc1ccc(S(N)(=O)=O)cc1	i	2	i	i	i	i	i	i	0	i	i
COc1ccc(NC(C)=O)cc1NC(=O)CSc1nnc(-c2ccccn2)n1C	i	4	i	i	i	i	i	i	-6	i	i
COCCNC(=O)CCCn1c(=O)c2cc(OC)c(OC)cc2n(CC(=O)Nc2ccc(C)c(F)c2)c1=O	i	-16	i	i	i	i	i	i	3	i	i
COc1ccccc1NC(=O)c1ccc(C)s1	i	2	i	i	i	i	i	i	3	i	i
Cc1nn2c(-c3ccncc3)ccnc2c1Br	i	-3	i	i	i	i	i	i	.	i	i
Cc1ccc(NC(=O)N2CCC(c3ccccc3)C2)cc1C (stereo unspecified)	i	1	i	i	i	i	i	i	-1	i	i
CCC1(C)Cc2c(sc3nc(NN)n(C)c(=O)c23)CO1 (stereo unspecified)	i	9	i	i	i	i	i	i	1	i	i
O=C(O)CCCN1C(=O)c2cccc3cccc(c23)C1=O	i	-9	i	i	i	i	i	i	-15	i	i
CC(NC(=O)c1ccccc1Br)c1nnc(SCc2ccc([N+](=O)[O-])cc2)n1C (stereo unspecified)	i	-3	i	i	i	i	i	i	1	i	i
CSc1ccc(S(=O)(=O)N2CCC(C(=O)NCCCn3ccnc3)CC2)cc1	i	5	i	i	i	i	i	i	3	i	i
C=CCn1c(SCCC(=O)O)nnc1-c1cccs1	i	-2	i	i	i	i	i	i	4	i	i
CCC(C)Sc1nnc(CSc2nc3nc(C)cc(C)n3n2)o1 (stereo unspecified)	i	-5	i	i	i	i	i	i	2	i	i
Cc1nnc(SCC(=O)NC2CCCc3c2cnn3-c2ccccc2F)o1 (stereo unspecified)	i	-6	i	i	i	i	i	i	.	i	i
COCCN(Cc1ccccc1)C(=O)C1CCN(S(=O)(=O)c2ccc(OC)c(OC)c2)CC1	i	-13	i	i	i	i	i	i	-6	i	i
Cc1cc(S(=O)(=O)NCc2ccccn2)c(Cl)cc1Cl	i	6	i	i	i	i	i	i	-2	i	i
O=C(NCc1ccccc1Cl)c1ccc(S(=O)(=O)Nc2cccc(C(F)(F)F)c2)cc1	i	26	i	i	i	i	i	i	?	100*	i
Cc1ccc(O)c(-c2cc(-c3ccccc3[N+](=O)[O-])[nH]n2)c1	i	2	i	i	i	i	8.6*	i	0	i	i
C=CCNc1nc2c3ccccc3n(C(C)=O)c2s1	i	2	i	i	i	i	i	i	2	i	i
c1ccc(-c2ccc(OCCOCCn3cncn3)cc2)cc1	i	-6	i	i	i	i	i	i	4	i	i
COc1ccc2nc(SCC(=O)Nc3ccc4c(c3)CCC4)[nH]c2c1	i	11	i	i	i	i	i	i	3	i	i
CCOc1ccc(Nc2nc(CC(=O)OC)cc(=O)[nH]2)cc1	i	-1	i	i	i	i	i	i	3	i	i
CC(=O)Nc1ccc(S(=O)(=O)NCC(=O)OCC(=O)c2cc(C)n(-c3ccc4c(c3)OCO4)c2C)cc1	i	-2	i	i	i	i	i	i	2	i	i
CN1C=CC=C/C1=C1\SC(=S)N(N)C1=O	i	-3	i	i	i	i	i	i	?	i	i
Cc1ccc(S(=O)(=O)N2[C@@H](c3ccc(Cl)cc3)C(C(=O)O)=CC[C@H]2c2cccs2)cc1	i	.	.	.	.	i	.	i	3	i	i
CCC(C)NC(C(=O)Nc1ccc(Cl)c([N+](=O)[O-])c1)c1ccccc1 (stereo unspecified)	i	1	i	i	i	i	i	i	-5	i	i
COc1ccc(-n2c(SC3CCOC3=O)nc3ccccc3c2=O)cc1Cl (stereo unspecified)	i	23	i	i	i	i	i	i	2	i	i
O=C(CN(Cc1ccco1)S(=O)(=O)c1cccs1)Nc1ccccc1C(F)(F)F	i	2	i	i	i	i	i	i	4	i	i
Cc1cc(-n2nc(C)cc2C)n2nc(C)c(-c3ccccc3)c2n1	i	1	i	i	i	i	i	i	1	i	i
O=C(C1CC1)N1CCN=C1SCc1cccc(C(F)(F)F)c1	i	8	i	i	i	i	i	i	-5	i	i
CCN(CC)S(=O)(=O)c1ccc(Cl)c(C(=O)Nc2ccc(Cl)cc2[N+](=O)[O-])c1	i	6	i	i	i	i	i	i	8	i	i
O=C(OC(C(=O)NC1CCCC1)c1ccc(F)cc1)c1ccno1 (stereo unspecified)	i	-2	i	i	i	i	i	i	-3	i	i
COC(=O)c1c(NC(=O)C2CCC2)sc(C(=O)N(C)C)c1C	i	2	i	i	i	i	i	i	2	i	i
O=C(O)CSc1nc2ccccc2s1	i	-26	i	i	i	i	i	i	0	i	i
O=C(NCC(c1ccco1)N1CCCCC1)c1cccc(NS(=O)(=O)c2ccc(Br)cc2)c1 (stereo unspecified)	i	-1	i	i	i	i	i	i	3	i	i
CCOc1ccccc1NC(=O)C1CC2CCCC(C1)C2=O (stereo unspecified)	i	-1	i	i	i	i	i	i	0	i	i
CCOC(=O)C1=C(N)OC2=C(C(=O)CC(C)(C)C2)C1c1cccs1 (stereo unspecified)	i	6	i	i	i	i	i	i	4	i	i
O=C(NCCC(=O)N1CCN(c2ncccn2)CC1)c1ccccc1	i	-1	i	i	i	i	i	i	-1	i	i
O=C(Nc1ccc2c(c1)Cc1ccccc1-2)c1ccco1	i	-8	i	i	i	i	i	i	11	i	i
Additional compounds:
SMILES	TMEM16A act	SKKanGAS inh	RGS4 act	TRPC6 inhibitor	TRPC6 act	MrgX1 ag	RGS4 block	MrgX1 allo act	HDAC3 inh	ANO1 block	MrgX1 antag
COc1ccc(CC(=O)NC(C)c2nnc(SCC(=O)Nc3cc(C)ccc3OC)n2C)cc1 (stereo unspecified)	i	-8	i	i	i	i	i	i	9	i	i
COn1c(-c2ccccc2)nc2c1CCc1c-2no[n+]1[O-]	i	-3	i	i	i	i	i	i	0	i	i
O=S(=O)(c1ccccc1)N1N=C(c2cccs2)CC1c1cccc(O)c1 (stereo unspecified)	i	3	i	i	i	i	i	i	3	i	i
CC(C)Cn1c(N)c(C(=O)CSc2nccn2C)c(=O)n(C)c1=O	i	2	i	i	i	i	i	i	1	i	i
COc1ccc(CNCC(O)(c2ccccc2)c2ccc(F)cc2)cc1 (stereo unspecified)	i	0	i	i	i	i	i	i	0	i	i

Screening data as filed in PubChem BioAssay.
